Assay outcomes deposited in PubChem BioAssay by The Scripps Research Institute Molecular Screening Center.
FBW7 act: human FBW7 E3 ligase activation, primary screen. AlphaScreen FBW7–phospho-cyclin E peptide binding, activator screen. normalized activity (activation), % at 26.1 µM. Q969H0. hit rate 0.13% among 650,000; in the data active means normalized activity above about 1.9%;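 further: purified mutant Fbw7 with reduced substrate affinity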
Target sequence (Q969H0 whole entry, looked up): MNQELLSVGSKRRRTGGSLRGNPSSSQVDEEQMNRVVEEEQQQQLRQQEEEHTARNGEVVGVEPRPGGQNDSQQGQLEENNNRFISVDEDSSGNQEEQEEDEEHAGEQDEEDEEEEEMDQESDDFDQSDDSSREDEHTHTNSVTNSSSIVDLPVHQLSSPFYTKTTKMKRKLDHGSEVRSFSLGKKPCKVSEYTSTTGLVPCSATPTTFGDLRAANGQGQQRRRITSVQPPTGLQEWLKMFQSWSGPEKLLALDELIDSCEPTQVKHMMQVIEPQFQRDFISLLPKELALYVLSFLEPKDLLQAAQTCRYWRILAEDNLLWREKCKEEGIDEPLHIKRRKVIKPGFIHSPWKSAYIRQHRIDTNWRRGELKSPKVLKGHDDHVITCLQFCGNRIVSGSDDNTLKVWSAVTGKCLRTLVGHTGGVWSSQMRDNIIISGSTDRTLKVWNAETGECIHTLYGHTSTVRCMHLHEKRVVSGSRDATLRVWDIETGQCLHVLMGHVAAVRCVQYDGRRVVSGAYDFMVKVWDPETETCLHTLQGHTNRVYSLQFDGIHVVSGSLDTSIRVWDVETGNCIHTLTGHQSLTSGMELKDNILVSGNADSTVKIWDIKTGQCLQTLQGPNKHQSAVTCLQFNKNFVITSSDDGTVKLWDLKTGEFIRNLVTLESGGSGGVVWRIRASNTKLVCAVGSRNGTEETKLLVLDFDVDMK
GPR151 ag: human GPR151 activation; hit rate 1% among 650,000; activation, % at 11.2 µM; PathHunter beta-arrestin GPR151 cells, luminescence; AID 1508602; Q8TDV0; in the data active means activation above about 4.9%;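 further: 0% = median of compound wells and 100% = cells with positive control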
TEAD-YAP block: TEAD-YAP interaction inhibition; HEK-TIYL cells, TEAD-Gal4/YAP UAS-luciferase luminescence; inhibition, % at 9.12 µM; hit rate 1.4% among 640,000; in the data active means inhibition above about 32%;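 further: 0% = median of test compound wells and 100% = reference inhibitor wells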
MITF primary: blocks human microphthalmia-associated transcription factor | AID 1259374 | inhibition, % at 2.6 µM | O75030 | AlphaScreen MITF homodimerization, bead proximity signal | hit rate 0.91% among 650,000; in the data active means inhibition above about 50%;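 further: 0% = vehicle wells with protein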
The depositor's hits bear a star; x = no result given; & = joins results of further samples.

compound	MITF primary	TEAD-YAP block	GPR151 ag	FBW7 act
Cc1csc(-c2c(C)nc3sccn23)n1	-0.2	-0.8	0.8	0.1
O=C1C2C(C(=O)N1/N=C/c1cc([N+](=O)[O-])c(O)cc1O)C1C=CC2C12CC2 (stereo unspecified)	-2.2	-13.4	2.9	-0.2
O=C(CN1C(=O)c2ccccc2C1=O)Nc1cccc2ccccc12	9.7	8.1	-0.6	0.1
CCCNC(=O)Cn1cnc2sc(C(=O)N3CCN(c4ccc(F)cc4)CC3)c(C)c2c1=O	5.1	6.3	1.0	0.1
Cc1c(Br)ccc(NC(=O)CSc2ccccc2N)c1C	17.9	10.8	-0.8	0.4
N#CCSc1ncccc1-c1nc2ccccc2[nH]1	7.7	-7.1	0.9	0.0
Cc1ccc(Cc2c(C)nc3c(C(=O)NCCCN4CCOCC4)cnn3c2C)cc1	-7.6	-3.1	1.0	-0.2
CC(CCc1ccccc1)NC(=O)Cn1ncc2ccccc21 (stereo unspecified)	-3.7	-3.9	0.1	-0.1
O=C(CN1C(=O)CC(c2ccccc2)Sc2ccccc21)N1CCCCC1 (stereo unspecified)	2.6	-8.7	-0.5	0.0
COc1ccc(C(=O)N(CC(=O)Nc2sc(C)c(C)c2C(N)=O)C2CCCC2)cc1	-4.4	5.7	0.1	-0.1
O=C(Cc1cccs1)Nc1c(C(=O)Nc2ccc3c(c2)OCO3)oc2ccccc12	3.9	-20.0	-0.6	0.0
OCCCNc1ncnc2c1c(-c1ccccc1)cn2-c1ccc(Cl)cc1	7.2	-17.8	-0.6	0.1
Cc1ccccc1N1C(=O)CN(Cc2ccc(Oc3ncccn3)cc2)CC1C (stereo unspecified)	-4.1	4.3	-0.5	0.0
C/C(=N\NS(=O)(=O)c1ccc(Cl)cc1)c1ccc([N+](=O)[O-])cc1	-2.7	-2.8	-0.1	-0.1
CCOc1ccc2nc(NC(=O)CSc3nnc(N)s3)sc2c1	8.2	-68.1	0.7	0.0
CCC(=O)N1c2ccc(S(=O)(=O)N3CCC(C)CC3)cc2CC1C (stereo unspecified)	3.6	-20.8	-0.9	1.0
COc1ccc(COC(=O)C2=C(C)NC3=C(C(=O)CCC3)C2c2cccc(Cl)c2Cl)cc1 (stereo unspecified)	0.8	7.4	0.3	0.2
COc1cccc(C(=O)Nc2ccc(-c3cn4cccnc4n3)cc2)c1OC	6.3	-12.8	-0.9	-0.1
CCCN(CCC)S(=O)(=O)c1ccc(C(=O)N2c3ccccc3N3C(c4c(C)c(C)cc(C)c4C)=NON23)cc1	1.2	-7.1	-1.4	-0.1
COc1cc(NC(=O)CCCOc2cccc(C)c2)c(OC)cc1Cl	-3.4	-2.8	0.9	0.0
O=C(CSc1nc2ccccc2c(=O)n1CCC(=O)N1CCCCC1)NCc1ccco1	13.4	3.5	-0.4	0.1
C=CCC(O)(CC=C)CNC(=O)C1CC(C(c2ccccc2)c2ccccc2)=NO1 (stereo unspecified)	15.2	-8.3	0.1	0.7
N#CC1=C(N)N(c2ccccc2[N+](=O)[O-])C2=C(C(=O)CCC2)C1c1ccc(F)cc1 (stereo unspecified)	-14.6	0.9	0.8	-0.1
CCc1c(C)c(C#N)c2nc3ccccc3n2c1Nc1ccc(N(CC)CC)cc1	18.6	15.0	-0.7	-0.3
CC12CCCCC1c1ccccc1C(=NCC(=O)O)N2 (stereo unspecified)	2.4	6.1	-0.3	0.2
COc1ccc(OC)c(NC2=NS(=O)(=O)c3ccccc32)c1	20.8	5.6	-2.0	0.1
CC(C)N1C(=O)C(CC(=O)NCc2ccccc2)SC1=Nc1ccccc1 (stereo unspecified)	3.1	-2.5	-1.4	0.3
NC(=O)CCCCC(=O)OCCCc1cccs1	9.8	9.4	-1.3	0.0
Cc1[nH]c(=O)[nH]c(=O)c1NC(=O)c1sc2nc3c(C)cccc3cc2c1N	-6.1	-42.5	-1.2	-0.1
CS(=O)(=O)N(CC(=O)Nc1cc(Cl)cc(Cl)c1)c1cccc([N+](=O)[O-])c1	3.5	11.0	-0.1	0.2
Cc1ccnc(NC(=O)c2ccccc2C)c1	5.4	29.3	-7.4	0.0
CC1CC(C)CN(S(=O)(=O)c2ccc(Sc3ccc(F)cc3)c(C(=O)NCc3ccccc3Cl)c2)C1 (stereo unspecified)	-9.7	3.6	-0.2	0.0
COc1ccccc1NC(=O)Cn1cnc2scc(-c3ccc(C)c(C)c3)c2c1=O	12.6	7.0	-1.4	1.0
COc1cc(/C=C/C(=O)OCCCC(=O)c2ccccc2)ccc1OCC#N	3.0	-1.6	0.2	-0.2
O=C1c2ccccc2C(=O)N1CSc1nnnn1-c1ccccc1	3.7	-1.9	-1.8	-0.1
CC1(C)CC(=O)c2cc(OCC(=O)NC3CC3)ccc2O1	-6.8	-16.8	-1.1	0.0
Cn1cccc1CNCc1ccncc1	-0.4	5.8	1.4	-0.1
O=C(CCc1ccccc1)Nc1nnc(-c2ccc3c(c2)OCO3)s1	-0.9	-3.9	4.1	-0.1
COc1ccc(Br)cc1/C=C1N=C(/C=C/c2ccccc2)OC/1=O	19.5	3.0	-0.7	-0.1
CC(=O)NCCn1c(SCc2ccccc2F)nc2ccccc2c1=O	2.5	9.2	1.5	-0.1
CC(CC(=O)Nc1ccccn1)S(=O)(=O)c1ccc2c(c1)OCC(=O)N2 (stereo unspecified)	0.3	-4.3	2.1	0.0
CCC(C)(C)NC(=O)c1ccc2c(c1)OCO2	16.1	3.2	0.7	0.2
COc1ccc(C2=NN(CN3C(=O)C(=O)c4ccccc43)C(c3ccccc3Cl)C2)cc1 (stereo unspecified)	2.8	-16.9	-0.1	-0.1
CC(NC(N)=O)C(=O)OCc1ccc(C(C)(C)C)cc1 (stereo unspecified)	5.3	8.3	0.3	-0.1
O=C(NCC(c1ccc2c(c1)OCO2)N1CCOCC1)c1cccc(Cl)c1 (stereo unspecified)	3.1	-10.8	0.1	0.0
CCCN1CC=C2C(C#N)=C(N)C(C#N)(C#N)C(c3cccc(Br)c3)C2C1 (stereo unspecified)	5.5	12.6	2.1	0.0
CCCCC/C=C\C/C=C\C[C@@H](O)/C=C/C=C\CCCC(=O)O	7.0	x	-2.0	x
CCN(CC)C(=O)CC1(c2cccc(C(F)(F)F)c2)CC(=O)N(C2CC2)C1=O (stereo unspecified)	-15.6	-6.8	-1.3	0.0
Cc1nc(C)n(-c2ccc(Nc3ncc(F)c(-c4cc(N5CCOCC5)cc(C(F)(F)F)c4)n3)cc2)n1	6.8	1.1	1.1	0.1
CN(C(=O)c1ccc(Cl)cc1Cl)C1CCS(=O)(=O)C1 (stereo unspecified)	3.9	-4.3	0.0	-0.2

(list continues)
compound	MITF primary	TEAD-YAP block	GPR151 ag	FBW7 act
Cc1ccc2oc(=O)c3cnn(CC(=O)N(CCN(C)C)Cc4ccco4)c3c2c1	-3.7	-5.7	-0.7	-0.3
CCOc1ccc(C2C(C#N)=C(N)N(N(C)C)C3=C2C(=O)CC(c2ccccc2)C3)cc1 (stereo unspecified)	-11.2	17.9	2.9	0.1
OCCN1CCN(C(=S)SCc2cn3cccnc3n2)CC1	-0.9	-3.9	1.2	0.0
Cc1cccc(C2CC(=O)Nc3c2ccc2ccccc32)c1 (stereo unspecified)	21.0	17.4	1.1	0.1
COc1ccc(C(NC(=O)C(C)C)c2nccn2C)cc1OC (stereo unspecified)	14.0	6.1	0.0	-0.1
CCOC(=O)CCC(=O)N1CCN(CC(O)c2cccs2)CC1 (stereo unspecified)	7.4	-14.0	0.4	0.2
CCC(=O)N1CCc2cc(Br)cc(S(=O)(=O)N3CCc4ccccc4C3)c21	1.4	-6.5	-0.1	0.1
CCOc1ccc(C(=O)Nc2ccccc2N2CCN(C(C)=O)CC2)cc1[N+](=O)[O-]	-9.0	-10.1	4.2	-0.1
Cc1ccc(-c2nnc3c4c5c(sc4ncn23)CCCC5)cc1	-10.0	-4.5	0.3	0.2
CC(C)c1ccc(OCC(=O)Nc2ccc(S(=O)(=O)Nc3ncccn3)cc2)cc1	18.5	-5.4	-0.7	-0.1
CN(C(=O)Cn1nc(C(F)(F)F)c2c1CCC2)C1CCCCC1	-4.3	2.2	-0.8	0.0
O=C(CSc1cccc[n+]1[O-])NC12CC3CC(CC(C3)C1)C2	-1.7	-5.4	-1.6	0.0
Cc1n[nH]c(C)c1CCC(=O)N1CCc2c(nc(N3CCCCC3)[nH]c2=O)C1	-3.3	-0.8	1.3	-0.1
O=C(NCCSCc1ccccc1)c1ccc(N2CC3CC(C2)c2cccc(=O)n2C3)c(NC(=O)c2ccncc2)c1 (stereo unspecified)	14.4	-6.1	-0.8	0.2
CC(C)CCn1c(=O)c2cccnc2n(CC(=O)Nc2ccc(Br)cc2)c1=O	-8.3	-1.6	-2.1	-0.1
COC(=O)c1cn(NC(=O)/C=C/c2cc(OC)ccc2OC)c(=O)c2ccccc12	11.2	13.0	-0.6	0.4
O=C(c1ccco1)N(C1CC1)C1CCN(Cc2ccccc2)CC1	-4.4	-2.6	-0.8	0.0
CCOc1ccc(C(=O)N2CCN(c3ccccc3)CC2)cc1	5.1	-20.4	2.1	-0.4
CCOC(=O)N1CCC(NC(=O)c2cc3n(n2)C(C(F)(F)F)CC(c2ccc4c(c2)OCO4)N3)CC1 (stereo unspecified)	3.7	7.7	1.0	-0.1
N#Cc1cc2n(c1N)-c1ccccc1C2=O	0.6	9.2	-0.8	0.4
O=C(CC1C(=O)NCCN1Cc1ccc(F)c(F)c1)NCCCn1ccnc1 (stereo unspecified)	3.7	-20.4	1.0	0.2
Cc1ccc[n+](C2=Nc3ccccc3NC2=C(C#N)C#N)c1	10.0	4.5	-0.8	0.0
Oc1c(/C=N/c2ncn[nH]2)cc(Br)c2ccccc12	-9.6	0.7	-0.7	-0.1
Cc1ccc(NC(=O)C2CCCN2C(=O)Oc2ccccc2)cc1C (stereo unspecified)	10.4	8.1	-1.0	-0.1
COc1c(C(=O)NCCSC(C)(C)C)ccc2ccccc12	-2.1	-26.4	-1.0	-0.1
CCOc1ccc2c(c1)sc(=NC(=O)CC)n2C	5.7	-44.5	0.7	-0.1
Cc1cc(C)c(C(=O)CN2C(=O)NC3(CCOc4ccccc43)C2=O)cc1C (stereo unspecified)	-1.8	-6.7	2.1	0.0
CCN(CC)C(=O)/C(=C/c1cccc([N+](=O)[O-])c1)NC(=O)c1ccco1	-3.2	-5.5	-0.5	-0.1
C/C(=N\N1CCN(c2ccccc2)CC1)c1cccc(Br)c1	20.6	-4.1	-1.2	-0.2
CCNc1ccc(C(F)(F)F)c([N+](=O)[O-])c1	6.0	7.1	0.6	0.1
Oc1cccc(/C=N/n2cnnc2)c1O	-36.2	-7.3	-0.3	-0.1
CCn1cc(CNC(=O)c2ccc(OC3CCN(Cc4ccccn4)CC3)cc2)cn1	2.1	4.0	-1.1	0.0
CC(NC(=O)NC(=O)c1ccc(Cl)cc1Cl)C1CC1 (stereo unspecified)	-11.1	-43.8	0.7	-0.1
NCc1ccccc1CC(=O)N[C@@H]1C(=O)N2C(C(=O)O)=C(CSc3nnnn3CC(=O)O)CS[C@H]12	-1.5&11.6	-5.9	-2.1&-2.8	0.1&0.2
CC(=O)c1cccc(NS(=O)(=O)c2ccc3c(c2)NC(=O)C(C)C(=O)N3)c1 (stereo unspecified)	7.5	9.5	-0.6	0.0
Cc1ccnc(N2CCC(C(=O)NNC(=O)c3ccc(Cl)cc3)CC2)n1	9.3	0.0	-0.4	0.7
CCCCCCNS(=O)(=O)c1ccccc1S(=O)(=O)NCCCCCC	2.1	5.4	2.9	0.0
CC1(C)CC(CCNC(=O)c2ccc(-n3cnnn3)cc2)CC(C)(C)N1	1.0	1.2	-0.8	0.0
Nc1cc(=O)[nH]c(SCC(=O)Nc2nc3ccc([N+](=O)[O-])cc3s2)n1	12.2	5.3	2.2	-0.4
CCOC(=O)c1cccc(NC(=O)/C(=C\c2ccco2)NC(=O)c2ccccc2Cl)c1	2.5	31.2	-1.1	0.1
O=C(NCCc1ccc(Cl)cc1)c1cc(Sc2ccccc2Cl)nc2ccccc12	3.1	-7.2	0.6	0.0
CCCn1c(SCC(=O)Nc2cccc(Cl)c2)nc2c1c(=O)n(C)c(=O)n2C	1.9	4.2	-0.4	0.0
Cc1ccc(-c2cc(C(=O)Nc3ccc(C)c(Cl)c3)c3ccccc3n2)cc1C	-2.0	-14.6	-1.2	-0.1
CCOC(=O)C(=CNc1cccc(-c2ccco2)c1)C(=O)OCC	7.9	-1.5	2.6	0.5
CC1=CC(=C(C#N)c2nc3ccccc3s2)C=C(C)N1c1cccnc1	0.7	1.4	-0.8	-0.1
CCCCNS(=O)(=O)c1ccc(NC(=O)CC(C)c2ccccc2)cc1 (stereo unspecified)	-11.8	23.2	1.6	0.0
